Source: PubChem (NMMLSC)
Bim-Bcl-XL = inhibitors of Bim-Bcl-XL interaction, human. Q07817. Bim peptide-Bcl-XL binding, bead flow cytometry, fluorescence. inhibition, % at 10 µM. hit rate 0.04% among 190,000. AID 1007
Bcl-2 Bim block = human Bim-Bcl-2 interaction inhibition. P10415. inhibition, % at 10 µM. hit rate 0.06% among 190,000. Bead-based flow cytometry, Bim peptide-Bcl-2 binding; in the data active means inhibition above about 40%; inconclusive means no clear call, values can overlap the other calls;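 further: 0% = no compound wells with probe peptide and 100% = reference peptide inhibitor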
Bim-Mcl-1 = disrupts Bim peptide binding to human Mcl-1; Q07820; Bead-based flow cytometry, Bim peptide-Mcl-1 binding; inhibition, % at 10 µM; hit rate 0.1% among 190,000; AID 1009;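 further: 0% = no compound tracer wells and 100% = peptide blocker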
Target sequence (Q07820 whole entry, looked up): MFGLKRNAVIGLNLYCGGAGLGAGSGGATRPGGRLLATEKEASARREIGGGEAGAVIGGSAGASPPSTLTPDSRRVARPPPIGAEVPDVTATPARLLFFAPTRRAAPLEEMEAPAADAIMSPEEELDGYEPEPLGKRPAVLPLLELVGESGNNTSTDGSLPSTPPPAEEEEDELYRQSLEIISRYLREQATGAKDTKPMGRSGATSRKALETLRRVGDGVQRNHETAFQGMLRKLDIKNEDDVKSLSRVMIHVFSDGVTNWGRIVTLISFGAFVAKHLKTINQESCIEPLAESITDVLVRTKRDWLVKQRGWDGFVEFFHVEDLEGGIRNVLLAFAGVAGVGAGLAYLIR
Bfl-1 Bim block = human Bim-Bfl-1 interaction inhibition. Q16548. Bead-based flow cytometry, Bim-Bfl-1 binding inhibition. inhibition, % at 10 µM. hit rate 0.12% among 190,000. AID 1008;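 further: 0% = wells without compound plus tracer and 100% = blocker peptide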
ABCG2 block = human ABCG2 inhibition, ABCB1 as counter-screen | inhibition, % at 6.6 µM | Q9UNQ0 | hit rate 0.1% among 190,000 | IgMXP3 cells, JC-1 efflux, flow cytometry;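 active means inhibition above 80%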;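 further: 0% = DMSO and 100% = nicardipine control wells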
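material = IgMXP3 (ABCG2) plus far-red-tagged CCRF-Adr (ABCB1) cells | amount = 3 million cells/mL, equal mix of both lines | also added = JC-1 transporter substrate | dosing = one concentration, 6.6 µM final | schedule = 10 min at 25 °C | measured by = flow cytometric JC-1 green MFI at 530 nm | read-out basis = percent efflux inhibition, scaled nicardipine 100% to DMSO 0%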
ABCB1 block = inhibitors of human ABCB1 transporter, ABCG2 counter-screen; AID 1326; hit rate 0.067% among 190,000; CCRF-Adr cells, JC-1 efflux, flow cytometry; P08183; inhibition, % at 6.6 µM; in the data active means inhibition above about 40%;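 further: 0% = vehicle and 100% = reference inhibitor; higher value means more JC-1 retained so stronger ABCB1 efflux block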
RGS4-Gao reg = modulates binding of RGS4 to human Galphao. hit rate 0.33% among 220,000. AID 1415. Multiplexed bead flow cytometry; actives lie on both sides. binding response (% of control), % at 10 µM. P09471; in the data active means binding response below about 49% or above about 150%; inactive means in between;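 further: fluorescent Galphao activated with aluminum fluoride binding bead-coupled RGS4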
Target sequence (P09471 whole entry, looked up): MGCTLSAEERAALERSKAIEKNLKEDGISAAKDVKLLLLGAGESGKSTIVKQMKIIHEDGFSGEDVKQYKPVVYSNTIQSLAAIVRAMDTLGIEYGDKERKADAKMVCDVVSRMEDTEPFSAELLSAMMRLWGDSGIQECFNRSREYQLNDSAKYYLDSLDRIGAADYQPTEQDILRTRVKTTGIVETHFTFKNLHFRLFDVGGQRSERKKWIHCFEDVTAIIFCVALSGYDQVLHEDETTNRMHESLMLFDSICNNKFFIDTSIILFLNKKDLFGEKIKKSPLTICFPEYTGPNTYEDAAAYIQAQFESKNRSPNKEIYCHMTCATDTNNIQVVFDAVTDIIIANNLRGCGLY
Bim-Bcl-B = inhibitors of Bim-Bcl-B interaction, human | inhibition, % at 10 µM | AID 951 | hit rate 0.073% among 190,000 | bead-based flow cytometry, Bim peptide-Bcl-B binding | Q9HD36;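 further: 0% = tracer peptide without compound and 100% = reference inhibitor peptide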
Target sequence (Q9HD36 whole entry, looked up): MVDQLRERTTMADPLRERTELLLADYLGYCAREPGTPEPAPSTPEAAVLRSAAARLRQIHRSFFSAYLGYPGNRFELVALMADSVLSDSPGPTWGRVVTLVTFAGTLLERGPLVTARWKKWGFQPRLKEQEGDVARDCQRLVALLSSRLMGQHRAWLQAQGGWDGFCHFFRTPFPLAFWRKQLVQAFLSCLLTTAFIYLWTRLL
RGS8-Gao = modulates binding of RGS8 to human Galphao | hit rate 0.34% among 220,000 | response (percent of control binding), % at 10 µM | AID 1423 | multiplexed bead flow cytometry; actives lie on both sides; in the data active means response below about 60% or above about 140%; inactive means in between;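 further: Galphao activated as the GDP aluminium fluoride complex binding bead-coupled RGS8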
Bcl-W Bim block = inhibitors of Bim-Bcl-W interaction, human; Q92843; bead-based flow cytometry, Bim peptide-Bcl-W binding; inhibition, % at 10 µM; hit rate 0.02% among 190,000; AID 952;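 further: 0% = bound tracer without compound and 100% = peptide blocker; higher means less fluorescent Bim peptide bound to Bcl-W beads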
RGS7-Gao reg = human RGS7-Galphao interaction regulation | P09471 | Multiplexed bead flow cytometry, RGS7-Galphao binding; actives lie on both sides | binding response (% of control), % at 10 µM | hit rate 0.35% among 220,000 | AID 1439; in the data active means binding response below about 49% or above about 150%; inconclusive means no clear call, values can overlap the other calls; inactive means in between;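 further: fluorescent Galphao held in activated GDP-AlF4 state binding bead-coupled RGS7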
Active calls of the source: *; ? = inconclusive. Unless noted, no stated cut-off is given here; in the data, active means inhibition above about 40%.

No.	structure	Bim-Bcl-XL	Bcl-2 Bim block	Bim-Mcl-1	Bfl-1 Bim block	ABCG2 block	ABCB1 block	RGS4-Gao reg	Bim-Bcl-B	RGS8-Gao	Bcl-W Bim block	RGS7-Gao reg
1	O=C(O)C1C2C=CC(C2)C1C(=O)NCCCN1CCOCC1 (stereo not drawn)	-4	-10	0	-10	2	0.6	100	-9	100	5	104
2	CC(C)(C)n1ncc2c(=O)n(CC(=O)Nc3ccccc3)cnc21	-4	-7	-2	-18	9	0.2	101	-7	102	-2	99
3	CCOC(=O)NC1(C(F)(F)F)NC(=O)N(c2cccc(C(F)(F)F)c2)C1=O (stereo not drawn)	-3	0	-1	-2	5	0.5	97	-4	101	0	95
4	CCCCN(CCNP(=O)(OCC)OCC)CP(=O)(OCC)OCC	-1	-1	1	-1	1	0.2	101	1	100	1	96
5	NC(=O)CCC1NC(=S)N(Cc2ccccc2)C1=O (stereo not drawn)	-3	-3	-3	-7	0	0.0	100	-6	103	-3	100
6	Cc1csc(=Nc2c(C)n(C)n(-c3ccccc3)c2=O)n1Cc1ccccc1	-5	-7	0	-6	-3	-0.3	103	-5	101	-2	101
7	COc1ccc(/C=C/C(=O)O)cc1COc1cccc(C)c1	-10	-8	-3	-11	2	-0.3	107	-11	93	-4	102
8	CN(C)Cc1c(O)ccc2oc(Cc3ccccc3)cc12	-6	-1	0	-7	1	0.2	101	-5	101	4	98
9	CCc1cc2c(=O)c(-c3nc4ccccc4[nH]3)coc2cc1OC(=O)N1CCOCC1	-2	0	0	-1	3	1.3	98	2	97	-4	97
10	C=CCNC(=O)COc1cc(C)cc(C)c1C	-2	-4	0	-7	1	0.0	84	-5	88	-3	?
11	COc1cccc(OC2OC3COC(C)(C)OC3C(O)C2NC(C)=O)c1 (stereo not drawn)	-2	-3	-1	-7	0	0.1	101	-5	99	-2	100
12	Clc1ccccc1C1=CC(c2ccco2)n2nnnc2N1 (stereo not drawn)	-1	-4	0	-8	2	0.7	98	-4	100	0	96
13	Cc1nc(SCc2ccccc2)c(C(F)(F)F)c(=O)[nH]1	1	1	0	-1	4	0.9	105	0	101	1	98
14	CCOCCOc1cccc(C(=O)NC(c2ccccc2)C(C)C)c1 (stereo not drawn)	-4	-2	-2	4	13	0.4	98	0	98	-3	99
15	CC(=O)OC[C@H]1O[C@@H](O/N=C(\C)CCN2CCCCc3nc(C)c(C)cc32)[C@H](OC(C)=O)[C@@H](OC(C)=O)[C@@H]1OC(C)=O	0	2	-1	1	8	1.8	104	-2	103	0	100
16	CNS(=O)(=O)c1ccc2c(c1)oc(=O)c1cc(S(=O)(=O)NC)ccc12	-2	-1	-4	-3	2	-0.2	100	-3	101	-6	98
17	Cc1ccc(NC2=NCC(=O)N2CCc2ccccc2)cc1C	5	-9	-2	-9	2	0.4	101	-9	106	-1	102
18	COc1ccc(C(=O)N/C(=C\c2ccc([N+](=O)[O-])cc2)C(=O)NC(CCSC)C(=O)O)cc1 (stereo not drawn)	-1	-2	0	-2	1	0.0	95	-4	90	-2	90
19	CCOC(=O)C1C(=O)C=C(c2ccc(C)cc2)CC1c1ccccc1 (stereo not drawn)	0	1	0	3	3	0.5	105	3	104	0	?
20	O=C(O)C1CCC(Cn2c(SCc3cc(=O)n4cc(Cl)ccc4n3)nc3ccsc3c2=O)CC1 (stereo not drawn)	2	-1	4	-1	4	-0.1	102	0	101	1	102
21	CCn1cc(C(=O)NCCc2ccccc2)c(=O)c2cc(F)c(N3CCN(C)CC3)cc21	-2	2	0	0	-1	0.0	100	-1	126	0	105
22	O=C(N/N=C/c1ccc(Cl)cc1)C(=O)N1CCCCCC1	-1	0	0	-1	7	-0.8	104	-2	101	-1	103
23	Cc1ccc(N/N=C(/Sc2nnnn2-c2ccccc2)C(=O)c2ccccc2)cc1	-1	-2	3	1	-4	-0.3	96	-2	100	1	95
24	O=C(CSc1nnc(-c2ccncc2)n1CC1CCCO1)Nc1ccccc1Cl (stereo not drawn)	-4	-4	0	-5	-1	0.5	102	-3	103	-1	100
25	COCc1cc(CN2CCN(C)CC2)c(O)c2ncccc12	-3	-6	0	-10	0	0.1	90	-7	93	4	89

Arranged by SMILES length (smallest number first): part of the list above.
No.	structure	Bim-Bcl-XL	Bcl-2 Bim block	Bim-Mcl-1	Bfl-1 Bim block	ABCG2 block	ABCB1 block	RGS4-Gao reg	Bim-Bcl-B	RGS8-Gao	Bcl-W Bim block	RGS7-Gao reg
10	C=CCNC(=O)COc1cc(C)cc(C)c1C	-2	-4	0	-7	1	0.0	84	-5	88	-3	?
8	CN(C)Cc1c(O)ccc2oc(Cc3ccccc3)cc12	-6	-1	0	-7	1	0.2	101	-5	101	4	98
17	Cc1ccc(NC2=NCC(=O)N2CCc2ccccc2)cc1C	5	-9	-2	-9	2	0.4	101	-9	106	-1	102

Back to the main list, starting 2 compounds before the break.
No.	structure	Bim-Bcl-XL	Bcl-2 Bim block	Bim-Mcl-1	Bfl-1 Bim block	ABCG2 block	ABCB1 block	RGS4-Gao reg	Bim-Bcl-B	RGS8-Gao	Bcl-W Bim block	RGS7-Gao reg
24	O=C(CSc1nnc(-c2ccncc2)n1CC1CCCO1)Nc1ccccc1Cl (stereo not drawn)	-4	-4	0	-5	-1	0.5	102	-3	103	-1	100
25	COCc1cc(CN2CCN(C)CC2)c(O)c2ncccc12	-3	-6	0	-10	0	0.1	90	-7	93	4	89
26	Cc1[nH]nc2ncc(C(=O)c3cc(Cl)cc(Cl)c3O)cc12	6	12	10	3	0	0.1	103	12	100	10	101
27	O=C(CSc1nnnn1-c1ccccc1)CSc1nnnn1-c1ccccc1	3	-2	-1	-5	1	0.7	107	-3	108	0	111
28	COc1ccc(NC(=O)N(C2CCCCC2)C2CCN(C(C)C)CC2)c(OC)c1	-1	-8	0	-6	3	0.2	103	-6	107	-1	101
29	COCC(=O)Nc1c(C(=O)Nc2ccccc2OC)oc2ccccc12	0	1	1	-1	6	0.2	100	0	103	1	104
30	Cc1ccc(C(=O)Nc2ccccc2C(=O)NCc2ccccc2)cc1	-3	-3	-1	0	11	0.7	101	-4	102	-2	100
31	O=C(Cn1cnc([N+](=O)[O-])c1)Nc1cc(Oc2ccc(Cl)cc2Cl)cc([N+](=O)[O-])c1	-3	-1	-2	1	-1	-0.3	101	-7	103	-4	106
32	CC(=O)Nc1cccc(C(=O)/C=C/c2ccc(C)cc2)c1	-2	-7	0	-6	35	0.8	100	-5	100	-5	101
33	COc1ccc(NC(=O)[C@H](COCc2ccccc2)NC(=O)OC(C)(C)C)cc1	0	0	-1	0	5	1.4	97	-1	101	-2	99
34	CC(C)=NNc1cc([N+](=O)[O-])cc2c1C(=O)N(C)S2=O (stereo not drawn)	0	4	-2	2	0	0.5	95	1	97	3	98
35	Cc1ccc(SCCNC(=O)c2cccc([N+](=O)[O-])c2C)cc1	-1	-7	-3	-12	5	1.2	95	-5	98	-1	106
36	CC(=O)NC(=S)NNC(=O)CCc1ccccc1	-2	-2	0	0	-6	-1.7	97	-5	99	-5	97
37	O=C1NC(=S)N/C1=C/c1ccc(-c2c(Br)cc([N+](=O)[O-])cc2Br)o1	-6	5	-2	0	-2	-1.8	86	0	102	2	89
38	O=c1c2ccccc2cnn1Cc1n[nH]c(=S)n1-c1ccc(Cl)cc1Cl	-5	0	-2	1	-3	-0.9	92	-15	79	-5	98
39	COC(=O)c1cc(NC(=O)c2ccccc2)c(=O)oc1C/C=N\OCc1ccc(Cl)cc1Cl	-12	-2	2	-12	2	1.2	100	-4	101	7	100
40	COc1ccc(O)c(/C=N/Nc2nc(Nc3ccccc3)nc(-n3nc(C)cc3C)n2)c1	-4	-11	-1	-18	-11	-1.9	102	-8	101	0	96
41	CCOC(=O)C1CCN(c2ccc(Cl)nn2)CC1	-5	1	-1	-4	-1	0.8	99	-1	98	-2	?
42	O=C(Nc1cc(S(=O)(=O)N2CCCC2)ccc1Cl)C1=COCCO1	-10	-1	-1	-7	2	0.3	103	-4	104	5	103
43	CC(=O)n1cc([C@@H]2C=C(C(=O)Nc3ccccc3)O[C@H](OCc3ccc(CO)cc3)C2)c2ccccc21	-3	-4	-2	-5	9	20	101	-5	104	0	99
44	CCNC(=S)N1CCN(S(=O)(=O)c2ccccc2C(F)(F)F)CC1	0	-2	-2	-4	1	0.5	106	-5	103	-5	102
45	O=C(O)COc1ccc(/C=C/c2ccc3cccc([N+](=O)[O-])c3n2)cc1	0	0	0	0	-2	-0.1	101	3	101	2	101
46	c1ccc(CCC2=NCCn3cccc32)cc1	-3	0	-2	-7	2	0.8	99	-2	99	-2	99
47	Cc1nnc(SCCn2c(N3CCN(C)CC3)nc3c2c(=O)n(C)c(=O)n3C)s1	-7	-11	-3	-19	14	0.7	104	-10	99	-3	100
48	Cc1nc2sc3c(c2c(=O)n1NC(=O)CCl)CCCC3	-2	-3	0	-8	0	0.4	100	-2	104	0	100

Structural class, those above with a thiophene ring, fused or not.
No.	structure	Bim-Bcl-XL	Bcl-2 Bim block	Bim-Mcl-1	Bfl-1 Bim block	ABCG2 block	ABCB1 block	RGS4-Gao reg	Bim-Bcl-B	RGS8-Gao	Bcl-W Bim block	RGS7-Gao reg
20	O=C(O)C1CCC(Cn2c(SCc3cc(=O)n4cc(Cl)ccc4n3)nc3ccsc3c2=O)CC1 (stereo not drawn)	2	-1	4	-1	4	-0.1	102	0	101	1	102
48	Cc1nc2sc3c(c2c(=O)n1NC(=O)CCl)CCCC3	-2	-3	0	-8	0	0.4	100	-2	104	0	100
